Screening results (PubChem BioAssay)
A3A deaminase: blocks human APOBEC3A ssDNA deamination | P31941 | recombinant A3A, FAM/TAMRA ssDNA deamination fluorescence | inhibition, % at 20 µM | actives 0.41% (n = 330,000);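 active means at least 40% inhibition at 20 µM here, with at most 30% in a related deaminase screen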;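 further: plate controls were A3A with DMSO for no effect and wells lacking A3A enzyme for full effect; some results filed as inactive read as strong as hits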
Target sequence (P31941 whole entry, looked up): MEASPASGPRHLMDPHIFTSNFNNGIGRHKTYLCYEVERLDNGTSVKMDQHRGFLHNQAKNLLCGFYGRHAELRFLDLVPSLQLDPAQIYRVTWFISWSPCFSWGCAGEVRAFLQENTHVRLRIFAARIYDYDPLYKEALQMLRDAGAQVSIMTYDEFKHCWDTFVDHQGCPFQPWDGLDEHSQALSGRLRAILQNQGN
A3G deaminase: inhibitors of human APOBEC3G DNA deaminase; recombinant A3G, ssDNA deamination FAM/TAMRA fluorescence; AID 493012; Q9HC16; inhibition, % at 20 µM; actives 0.28% (n = 330,000);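 active means inhibition of at least 40% at 20 µM, with no more than 30% in the related APOBEC3A deaminase screen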;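 further: plate controls were DMSO wells with A3G for no effect and wells lacking A3G enzyme for full effect; some compounds called inactive have numbers as strong as hits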
Target sequence (Q9HC16 whole entry, looked up): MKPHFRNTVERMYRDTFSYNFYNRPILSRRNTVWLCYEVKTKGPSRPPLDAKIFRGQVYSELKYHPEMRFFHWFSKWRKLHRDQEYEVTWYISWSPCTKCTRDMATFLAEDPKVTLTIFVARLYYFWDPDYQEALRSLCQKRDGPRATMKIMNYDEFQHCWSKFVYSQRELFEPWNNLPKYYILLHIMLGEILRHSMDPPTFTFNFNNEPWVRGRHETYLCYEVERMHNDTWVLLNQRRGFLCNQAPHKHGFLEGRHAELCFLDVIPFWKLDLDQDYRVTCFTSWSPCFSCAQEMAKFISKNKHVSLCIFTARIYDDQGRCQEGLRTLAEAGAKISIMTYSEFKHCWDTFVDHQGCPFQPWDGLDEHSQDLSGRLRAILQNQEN
TIM10 inh: inhibits growth of TIM10 yeast strain; actives 1.4% (n = 330,000); AID 463195; S. cerevisiae TIM10 strain growth, BacTiter-Glo luminescence, 24 h; inhibition, % at 10 µM;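 active means inhibition of 40% or more at the single tested concentration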;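 further: wild-type TIM10 isogenic control strain grown at permissive 25 °C; 0% = DMSO yeast wells and 100% = minimal medium wells without yeast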
mIAP activ: mouse IAP activation | muIAP, CDP-Star luminescence, 30 min; hits give high values; 1 = vehicle-only enzyme signal, 0 = enzyme-free wells | actives 0.24% (n = 330,000) | activation factor at 10 µM;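 active means activation factor of at least 2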; further: the source names both 10 and 20 µM as test concentration; values of inactives mirror those of a sister screen read the other way
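Assay system: mouse IAP enzyme / Compound: DMSO-dissolved test compounds / Timing: 30 min, room temperature / Measured by: luminescence from enzymatic CDP-Star hydrolysis / Control set: DMSO-only wells, enzyme-free buffer wells as negative control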
tim10-1 inh: growth inhibitors of tim10-1 mutant yeast. actives 2.2% (n = 330,000). S. cerevisiae tim10-1 ts strain growth, BacTiter-Glo, 24 h. inhibition, % at 20 µM;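 active means inhibition of at least 40%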;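 further: mutant grown at 25 °C; 0% = DMSO wells with yeast and 100% = wells holding no yeast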
beta cell repl: inducers of beta-cell replication in MIN6 cells; MIN6 cells proliferation, ATPlite luminescence, 48 h; cells starved in 0.2% serum; 100% = growth in 10% serum; actives 0.29% (n = 330,000); proliferation, % at 10 µM;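 active means compounds whose signal lies at least 3.5 SD above the mean of all wells on their plate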;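 further: 0% = DMSO-treated cells in low-serum medium and 100% = 10% serum control; some compounds called inactive have numbers as strong as hits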
NLRP3 yeast inh: NALP3 inhibition in yeast; Yeast reconstituted NLRP3/ASC/caspase-1, beta-gal luminescence, 24 h; inhibition, % at 10 µM; actives 0.39% (n = 330,000); AID 2825;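 active means inhibition of 50% or more; inactive means inhibition below 50%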;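 further: plate controls were induced DMSO wells for no effect and uninduced yeast grown without galactose for full effect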
hIAP inh: human IAP inhibition; P09923; purified IAP, CDP-Star luminescence, 30 min; inhibition, % at 10 µM; actives 0.12% (n = 330,000); AID 2544;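 active means inhibition reaching a set limit with compound at 10 µM in the primary screen, cut at about 35% in these data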;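 further: plate controls were DMSO wells with enzyme for no effect and no-enzyme buffer wells for full effect; values of inactives mirror those of a sister screen read the other way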
mIAP inh: blocks mouse intestinal alkaline phosphatase; purified mouse IAP, CDP-Star luminescence, 30 min; actives 0.2% (n = 330,000); AID 2806; inhibition, % at 10 µM;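 active means inhibition of at least 40% at 10 µM in the primary screen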;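 further: plate controls were DMSO with enzyme for no effect and no enzyme wells for full effect; values of inactives mirror those of a sister screen read the other way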
Starred values were filed as active, the others as inactive.

SMILES	A3A deaminase	A3G deaminase	TIM10 inh	mIAP activ	tim10-1 inh	beta cell repl	NLRP3 yeast inh	hIAP inh	mIAP inh
COc1ccc(C(=O)NC2CCCc3c2cnn3-c2cccc(C)c2C)o1 (stereo not drawn)	-7	-7	-5	0.96	-5	1	21	-26	4
Cc1ccc(C(=O)OC(C)C(=O)Nc2ccc3c(c2)OCO3)c(O)c1 (stereo not drawn)	5	-3	-2	0.96	1	-1	11	8	4
O=C(NCc1ccccc1C(F)(F)F)C1CCC(=O)N(CCCc2ccccc2)C1 (stereo not drawn)	-6	-10	2	1.1	18	-3	9	-29	-7
CC(=O)NC(Cc1cccc(C)c1)C(=O)NC1CCN(C(=O)c2ccc([N+](=O)[O-])cc2)CC1 (stereo not drawn)	0	-4	11	0.91	7	0	2	-14	9
COc1cc(/C=C/C(=O)O)ccc1OS(=O)(=O)c1ccc(C)cc1	-1	-4	-1	0.97	-13	-2	9	-2	3
COc1nc(OC/C(N)=N/O)nc(N2CCOCC2)n1	5	-1	-19	0.85	2	-3	7	-7	15
COc1ccc(OC)c(N=C2C(=O)Nc3ccccc32)c1	1	-2	7	0.84	9	6	17	16	16
COC(=O)c1ccc(OC(=O)c2cccs2)cc1	-2	-8	0	0.97	17	-2	5	0	3
CC(=O)c1ccc(S(=O)(=O)Nc2ccc(C(=O)NCCCn3ccnc3)cc2)cc1	1	-4	0	1.1	0	-5	12	-14	-6
c1ccc(-n2cc(CNCCc3cscn3)c(-c3ccc4c(c3)OCO4)n2)cc1	1	-3	19	1	21	-3	19	-18	0
Cc1ccc(NC(=O)COc2ccc(Cl)cc2Cl)cc1S(=O)(=O)N1CCOCC1	-5	-1	33	1.3	49*	-1	25	10	-26
COc1ccc(CCNC(=O)c2nnc(CS(=O)(=O)c3ccccc3)o2)cc1OC	-1	-3	-12	0.88	7	5	20	2	12
O=C(C1CCCO1)N1CCN(c2ccc(F)cc2)CC1 (stereo not drawn)	-1	-2	-5	0.94	6	-2	11	4	6
COc1ccc(Cl)cc1NC(=O)Nc1cccc([N+](=O)[O-])c1C	-15	-4	5	0.88	26	-6	11	-13	12
CCN1CCCC1CNC(=O)c1cc(OC)c(OC)c(OC)c1 (stereo not drawn)	7	0	2	1	4	0	15	-10	0
C=CCCN(C(CC(C)C)C(=O)OC)S(=O)(=O)c1ccccc1Br (stereo not drawn)	4	-1	-1	1.1	19	-5	18	2	-12
Cc1cccc(-n2c(O)c(C=Nc3ccccc3N)c(=O)[nH]c2=O)c1	-2	-6	9	0.82	23	-4	3	14	18
O=C(CN(C(=O)c1csnn1)c1ccc(Cl)cc1)NCCc1ccccc1	-4	-9	11	0.95	-9	-1	24	8	5
CC[C@@]1(C(=O)OC)N[C@H](CN(C)S(=O)(=O)c2ccccc2)[C@@H]2C(=O)N(C)C(=O)[C@@H]21	-2	-6	-10	0.92	4	-2	-3	-1	8
CC(=O)NC(CC(=O)Oc1ccc(C)cc1Br)c1ccccc1 (stereo not drawn)	11	-5	8	0.96	23	6	-4	9	4

2 of the compounds above, field by field.
COc1nc(OC/C(N)=N/O)nc(N2CCOCC2)n1
  A3A deaminase: 5 | A3G deaminase: -1 | TIM10 inh: -19 | mIAP activ: 0.85 | tim10-1 inh: 2 | beta cell repl: -3 | NLRP3 yeast inh: 7 | hIAP inh: -7 | mIAP inh: 15

CC(=O)c1ccc(S(=O)(=O)Nc2ccc(C(=O)NCCCn3ccnc3)cc2)cc1
  A3A deaminase: 1 | A3G deaminase: -4 | TIM10 inh: 0 | mIAP activ: 1.1 | tim10-1 inh: 0 | beta cell repl: -5 | NLRP3 yeast inh: 12 | hIAP inh: -14 | mIAP inh: -6

The list continues:
SMILES	A3A deaminase	A3G deaminase	TIM10 inh	mIAP activ	tim10-1 inh	beta cell repl	NLRP3 yeast inh	hIAP inh	mIAP inh
COc1cccc(-c2nn(-c3ccccc3)cc2C(=O)NCC(=O)O)c1	-2	-8	4	1.1	1	-4	5	-20	-10
Cc1nn(-c2ccc(Cl)c(Cl)c2)c(C)c1C(=O)O	-1	-6	9	0.99	7	-1	7	5	1
O=C(Nc1c2c(nn1-c1cccc(Cl)c1)CS(=O)C2)c1ccc2c(c1)OCO2 (stereo not drawn)	0	-5	5	0.95	3	0	-7	-28	5
COc1ccc(OC)c([N+](=O)[O-])c1C(N)=O	39	10	0	0.99	13	-4	3	17	1
CCNC(=S)NNC(=O)Nc1ccccc1	2	-2	-3	1	-4	-1	13	9	-1
CCOC(=O)c1c(C)[nH]c(C(=O)Cn2c(=O)oc3ccccc32)c1C	1	-6	-5	0.96	-9	-1	14	3	4
Cc1ccc(C(C(=O)NCc2ccc(F)cc2)N(C(=O)c2csnn2)C2CC2)cc1 (stereo not drawn)	-1	-8	11	1	21	0	14	8	0
O=C(Cc1cn(Cc2cccc(Cl)c2)c2ccccc12)N1CCCC1	2	1	8	0.98	19	-3	30	0	2
COCCCNC(=O)Cn1nnc(-c2ccc(NC(=O)c3cccnc3)cc2)n1	-1	-4	-13	0.87	-3	-3	20	-2	13
Cc1cc(C(=O)N/N=C/C=C/c2ccccc2)n[nH]1	0	-8	2	0.96	-16	-3	14	-6	4
Cc1ccc2c(c1)N(CCC(=O)NCCCOC(C)C)C(=O)C(C)O2 (stereo not drawn)	-2	-6	9	0.99	17	1	-1	-2	1
COc1ccc(-c2ccc(-c3nnc(Cc4ccc(OC)c(OC)c4)o3)cc2)cc1	0	-2	-10	0.97	18	-2	-3	-11	3
Cc1ccc(C)c2c1cc(C)c1nnc(SCC(=O)c3cccs3)n12	-5	-8	-34	0.94	-15	0	5	3	6
COc1ccc(N2CCN(C(=O)CCC(=O)N3CCOc4ccc(Cl)cc43)CC2)cc1	-1	-5	11	1.1	25	-3	5	-4	-14
C#CCOC(=O)C[N+](C)(C)CC#Cc1ccccc1	5	-1	3	1	0	-4	17	-7	0
CS(=O)(=O)N1CCC(C(=O)Nc2cc(C(F)(F)F)ccc2Cl)CC1	-1	-3	-13	1	-14	-2	8	-2	-3
CC(C#N)(Cc1ccccc1)Nc1ccccc1 (stereo not drawn)	-4	-7	-10	1.1	-1	-1	0	-10	-12
Cc1cccc(NC(=S)N=Nc2c(O)n(CN3CCOCC3)c3ccccc23)c1C	2	-7	59*	0.8	59*	-6	29	-35	20
O=C(CC(c1ccccc1)c1cc(Br)ccc1O)NCc1ccco1 (stereo not drawn)	-5	-6	16	1.1	18	-2	1	-18	-7
O=C(/C=C/c1cccc([N+](=O)[O-])c1)OCC1CCCO1 (stereo not drawn)	-1	-5	-6	1	6	0	13	0	-3

Complete entries from above:
CS(=O)(=O)N1CCC(C(=O)Nc2cc(C(F)(F)F)ccc2Cl)CC1 as listed: A3A deaminase: -1; A3G deaminase: -3; TIM10 inh: -13; mIAP activ: 1; tim10-1 inh: -14; beta cell repl: -2; NLRP3 yeast inh: 8; hIAP inh: -2; mIAP inh: -3
CCOC(=O)c1c(C)[nH]c(C(=O)Cn2c(=O)oc3ccccc32)c1C as listed: A3A deaminase: 1; A3G deaminase: -6; TIM10 inh: -5; mIAP activ: 0.96; tim10-1 inh: -9; beta cell repl: -1; NLRP3 yeast inh: 14; hIAP inh: 3; mIAP inh: 4

(more compounds)
SMILES	A3A deaminase	A3G deaminase	TIM10 inh	mIAP activ	tim10-1 inh	beta cell repl	NLRP3 yeast inh	hIAP inh	mIAP inh
O=C(O)CCC(=O)N1CCN(Cc2ccc3c(c2)OCO3)CC1	-8	-5	-10	1	-14	0	12	6	0
CCOC(=O)C1CCCN(Cc2cccc(Cl)c2)C1 (stereo not drawn)	0	0	-4	1	12	1	-6	13	0
CN1CCN(C(=O)c2cccc(S(=O)(=O)N3CCCCC3)c2)CC1	2	2	-12	1	-5	-3	9	6	-5
CS(=O)(=O)N(CC(=O)N1CCN(c2ccccc2F)CC1)c1cccc(C(F)(F)F)c1	-1	-9	14	1	28	1	12	10	0
CC(C(=O)O)c1ccc(C(=O)c2ccccc2)s1 (stereo not drawn)	-2	-8	8	0.95	-20	0	4	-7	4
CC(C)(C)NC(=O)NC(=O)COC(=O)c1c(F)cccc1Cl	2	-9	-6	1.1	4	0	2	-13	-10
O=Cc1cccn1-c1cccnc1	0	-6	-18	0.92	1	1	11	22	8
O=C(CN1CCN(c2nc(-c3ccccc3)cs2)CC1)Nc1ccc2c(c1)OCO2	-3	-6	15	0.98	-6	-5	20	9	2
Cn1c(=O)c(C(=O)NCc2ccccc2Cl)c(O)c2ccccc21	-7	-5	-4	0.93	-26	1	9	-22	8
CCOc1cc(S(=O)(=O)NCc2ccco2)c(OCC)cc1-n1cnnn1	1	1	-4	0.93	1	-2	-3	-18	7
COc1ccc(-n2c(=S)[nH]c3c(sc(=S)n3-c3ccccc3)c2=O)c(OC)c1	3	44*	15	0.9	16	-6	8	1	10
CCOC(=O)C1=C(C)N(CCCC(=O)O)C(=O)NC1c1ccccc1OS(=O)(=O)c1ccc(C)cc1 (stereo not drawn)	-4	-12	-2	0.95	-8	2	16	18	4
Cc1ccccc1NC(=O)c1ccccc1NC(=O)CCC(=O)O	-1	2	3	1	-3	1	4	9	-3
Cc1ccc(C(O)c2nc3ccccc3n2C)cc1 (stereo not drawn)	4	-3	-1	1.1	-6	-4	20	4	-11
O=C(COc1cccnc1[N+](=O)[O-])NCc1ccc(F)cc1	1	1	9	1	29	-5	10	-4	-2
O=C1OCC2=C1C(c1ccc(F)cc1)Sc1ccccc1N2 (stereo not drawn)	2	0	-50	1.1	-67	-3	24	-2	-11
COc1ccccc1C(=O)NCc1ccc2c(c1)OCO2	4	-3	-1	1	3	-2	27	5	-4
Cc1ccnc(OC(C(=O)O)C(OCc2ccccc2)(c2ccc(F)cc2)c2ccc(F)cc2)n1 (stereo not drawn)	-6	-9	7	0.94	-5	-2	21	-1	6
CCCCOC(=O)c1nnc(-c2ccccc2)o1	2	1	-1	0.83	11	0	19	10	17
O=C(COC(=O)c1ccccc1Nc1ccccc1)c1ccccc1	-1	-6	-1	1.1	-20	-2	5	8	-8

Some values from the entries so far.
CCCCOC(=O)c1nnc(-c2ccccc2)o1 in A3A deaminase reads 2
CC(C(=O)O)c1ccc(C(=O)c2ccccc2)s1 (stereo not drawn) in TIM10 inh reads 8
